Compound activity (PubChem BioAssay)
PME-1 inh = blocks human protein phosphatase methylesterase 1. Q9Y570. recombinant PME-1, FP-Rh probe fluorescence polarization. inhibition, % at 5.9 µM. 320,000 compounds, 0.53% hits;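 active = inhibition above the campaign mean of all compounds plus 3 SD, cut at about 26% in these data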;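 also: competitive labeling of PME-1 active site by serine hydrolase directed probe; 0% = PME-1 with DMSO and 100% = wells lacking PME-1 enzyme; inhibitors block probe labeling so polarization falls and inhibition rises; many of its hits are not listed in these tables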
Target sequence (Q9Y570 whole entry, looked up): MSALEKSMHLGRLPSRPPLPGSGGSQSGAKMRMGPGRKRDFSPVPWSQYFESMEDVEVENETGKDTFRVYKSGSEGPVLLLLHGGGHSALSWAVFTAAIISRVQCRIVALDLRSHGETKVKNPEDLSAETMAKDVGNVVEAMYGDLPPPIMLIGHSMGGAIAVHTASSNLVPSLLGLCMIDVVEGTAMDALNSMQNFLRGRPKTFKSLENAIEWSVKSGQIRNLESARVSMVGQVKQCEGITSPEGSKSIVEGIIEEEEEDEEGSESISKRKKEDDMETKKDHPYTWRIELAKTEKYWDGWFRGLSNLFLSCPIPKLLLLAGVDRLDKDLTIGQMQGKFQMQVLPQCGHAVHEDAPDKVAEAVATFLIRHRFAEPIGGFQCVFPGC
Bcl-xL primary = Bcl-xL (human) inhibition; Q07817; GST-Bcl-xL / FITC-Bim BH3 peptide fluorescence polarization; inhibition, % at 10.9 µM; 320,000 compounds, 0.7% hits; AID 2129;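 active = inhibition above the mean of all tested compounds plus 3 SD, cutoff set per campaign, cut at about 30% in these data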;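 also: 0% = DMSO wells and 100% = unlabeled Bim-BH3 peptide competitor; inhibitors lower millipolarization by displacing the labeled peptide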
Target sequence (Q07817 whole entry, looked up): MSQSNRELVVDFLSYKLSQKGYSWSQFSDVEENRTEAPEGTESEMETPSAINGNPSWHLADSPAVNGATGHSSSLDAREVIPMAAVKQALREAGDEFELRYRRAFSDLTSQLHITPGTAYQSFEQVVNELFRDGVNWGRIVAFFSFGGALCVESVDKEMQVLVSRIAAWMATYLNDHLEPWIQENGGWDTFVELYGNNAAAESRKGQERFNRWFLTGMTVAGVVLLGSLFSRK
PAD4 inh = PAD4 (human) enzyme inhibition; Q9UM07; AID 485272; inhibition, % at 6.36 µM; 330,000 compounds, 0.41% hits; recombinant PAD4, RCA probe fluorescence polarization;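 active = percent inhibition above a cutoff equal to the mean of all tested compounds plus 3 SD, cut at about 15% in these data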;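 also: 0% = PAD4 with RCA probe and DMSO and 100% = probe without PAD4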
GSTO1 inh = GSTO1 inhibition, counter-screen for RBBP9 inhibitors | P78417 | recombinant GSTO1, activity-based probe fluorescence polarization | inhibition, % at 5.96 µM | 300,000 compounds, 1.1% hits | AID 1974;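 active = inhibition above the campaign mean inhibition plus 3 SD, cut at about 35% in these data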;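 also: 0% = GSTO1-1 with DMSO and 100% = wells lacking GSTO1-1 enzyme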
Fam108B counter = Fam108B inhibition, counter-screen for RBBP9 inhibitors | inhibition, % at 9.51 µM | recombinant Fam108B, FP-Rh probe fluorescence polarization | 300,000 compounds, 0.33% hits;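 active = inhibition above the screen mean inhibition plus 3 SD, computed separately per campaign, cut at about 18% in these data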;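 also: inhibitors lower polarization as less probe binds the enzyme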
MEX-5 binding = C. elegans MEX-5 TCR-2 RNA binding activity. Q9XUB2. MEX-5/FITC-TCR2 RNA binding, fluorescence polarization; hits give low values. activity score (negative = inhibition of binding), % at 10 µM. 300,000 compounds, 0.38% hits;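 active = inhibition past about -25% in most replicates, and total fluorescence under double the plate's negative control median, limit read from the data; inconclusive = replicates evenly split on the limit, or fluorescence at least double controls; inactive = too little inhibition in most replicates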;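 also: 0% = DMSO and -100% = 5 µM competing unlabeled TCR2 RNA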
GLD-1 RNA inh = GLD-1-TGE RNA interaction inhibition (C. elegans); Q17339; purified GLD-1 + fluorescein TGE RNA, fluorescence polarization; inhibition, % at 5.96 µM; 320,000 compounds, 0.44% hits;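 active = percent inhibition above a per-plate cutoff, the plate mean of test compounds plus 3 SD, cut at about 30% in these data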;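 also: 0% = DMSO wells with GLD-1 and probe and 100% = wells lacking GLD-1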
TPT1 inh = C. albicans TPT1 enzyme inhibition; recombinant caTPT1, FP RNA substrate dephosphorylation; 300,000 compounds, 0.81% hits; inhibition, % at 5 µM;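 active = inhibition above the mean of all tested compounds plus 3 SD, set per screening campaign, cut at about 24% in these data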;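 also: plate controls were DMSO alone for no effect and ferristatin control at 100 nM for full effect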
MCL1-BIM inh = disrupts human MCL1 binding to BIM-BH3 peptide; inhibition, % at 10.9 µM; Q07820; GST-MCL1 / FITC-Bim-BH3 fluorescence polarization; 320,000 compounds, 0.68% hits;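 active = inhibition above the mean inhibition of all tested compounds plus 3 SD, set per campaign, cut at about 40% in these data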;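 also: 0% = DMSO wells and 100% = unlabeled Bim-BH3 peptide control; higher means more loss of mP so more displacement of Bim peptide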
Target sequence (Q07820 whole entry, looked up): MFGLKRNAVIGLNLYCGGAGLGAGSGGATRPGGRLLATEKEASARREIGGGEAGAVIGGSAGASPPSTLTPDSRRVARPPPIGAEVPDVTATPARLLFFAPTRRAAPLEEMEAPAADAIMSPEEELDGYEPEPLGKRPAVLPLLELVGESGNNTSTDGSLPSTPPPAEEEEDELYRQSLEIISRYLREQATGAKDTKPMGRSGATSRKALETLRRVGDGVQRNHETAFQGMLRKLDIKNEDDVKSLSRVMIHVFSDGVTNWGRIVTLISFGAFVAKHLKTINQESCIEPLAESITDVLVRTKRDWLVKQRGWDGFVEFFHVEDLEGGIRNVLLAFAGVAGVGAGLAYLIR
The depositor's hits bear a star; ? = inconclusive; . = no result given. Not all compounds are listed; rates above refer to the full screens.

SMILES	PME-1 inh	Bcl-xL primary	PAD4 inh	GSTO1 inh	Fam108B counter	MEX-5 binding	GLD-1 RNA inh	TPT1 inh	MCL1-BIM inh
O=C(O)Cn1cnc2ccccc2c1=O	0	5	-2	1	-5	-0.5	-1	-3	0
Cc1ccc(NC(=O)CSCC(=O)NC2CCCCC2)cc1	-2	1	2	-1	-1	0.5	-1	3	0
CCN(CC)CC(=O)NN(Cc1ccccc1)c1ccccc1	-2	-5	-2	-8	1	0.8	10	-1	2
CCn1nc(C)c(NC(=O)/C=C/c2ccc(OC)c(COc3ccc(Cl)cc3Br)c2)c1C	-1	3	-7	2	-10	0.5	7	-1	5
Cc1cc(SCc2ccccc2Cl)nc(=O)[nH]1	-1	4	-1	3	-1	-3.4	-5	8	1
O=C(COC(=O)c1ccccc1O)Nc1cc(S(=O)(=O)N2CCCCCC2)ccc1Cl	3	0	-1	.	.	.	2	.	1
C=CCNC(=O)c1onc(CSc2ccccc2C)c1C(=O)O	1	4	0	-8	-1	3.2	6	-1	0
Cc1ccc(C(=O)Nc2nc(C)c(C(=O)N(C)C)s2)o1	3	2	-3	-2	4	0.0	4	1	2
Cc1ccc(N2C(=O)CN(Cc3cccs3)C2=S)cc1C	-14	4	-4	-1	-1	-2.0	4	-1	4
CC1CCCCN1C(=O)Nc1cccc(C(F)(F)F)c1 (stereo not drawn)	-3	6	3	0	-4	-0.5	3	-5	9
O=S1(=O)C[C@@H]2N=C(N/N=C/c3ccccc3)S[C@@H]2C1	2	0	-6	1	-1	-0.4	-1	1	6
CCCCNC(=S)NNC(=O)c1nn(C)c(C)c1Cl	-1	3	-2	10	0	-1.1	5	2	-1
CCCCC(CCC(=O)Nc1ccc(C(=O)OC)cc1)C(=O)O (stereo not drawn)	4	3	-3	2	0	-2.3	5	5	-3
O=C(O)c1ccc(N2C(=O)C3ON(c4ccccc4)C(c4ccccc4F)C3C2=O)cc1 (stereo not drawn)	-2	2	2	-5	-4	-0.3	2	1	2
S=c1[nH]nc(C2CCCCC2)n1/N=C/c1cccs1	7	-20	8	4	-1	1.4	7	1	-20
O=C(Cn1nnc(-c2ccncc2)n1)NCCc1ccccc1	-2	2	5	1	1	0.2	5	1	7
C=CCNc1ncnc2ccccc12	8	3	3	-3	0	3.1	-6	2	8
CC(C)c1ccc(C2/C(=C(/O)c3ccc(F)cc3)C(=O)C(=O)N2CCCN2CCOCC2)cc1 (stereo not drawn)	-5	8	-9	4	4	-1.5	-1	0	10
COc1cccc(CC(=O)OC(C)C(=O)Nc2ncc(Cl)cc2Cl)c1 (stereo not drawn)	3	-3	4	6	7	1.1	-4	-5	-1
COc1ccccc1NC(=S)N(Cc1cccs1)C1CCCC1	-5	7	-3	-7	-4	1.9	-6	1	9
CC(C)(C)c1ccc(C(=O)N2CCN(c3ccc(N4CCOCC4)nn3)CC2)cc1	-4	3	6	4	-1	-1.1	6	0	4
CCOC(=O)c1c(C)[nH]c(C)c1C(=O)COC(=O)/C=C/c1ccc(Cl)cc1	-11	2	-5	-6	0	0.4	-2	4	-6
COC(=O)c1ccc2c(c1)C(=O)N(C1CCCCC1)C2=O	-3	3	2	-1	0	-0.6	2	-3	4
CCC(=O)OC1CC(C)N(C(=O)c2ccccc2)c2ccc(C)cc21 (stereo not drawn)	-3	5	4	-1	1	1.6	3	-1	0
COC(=O)Cn1cc(C(=O)C2CC2)c2ccccc21	-3	3	0	1	0	.	6	-4	-2
SMILES	PME-1 inh	Bcl-xL primary	PAD4 inh	GSTO1 inh	Fam108B counter	MEX-5 binding	GLD-1 RNA inh	TPT1 inh	MCL1-BIM inh
COc1ccccc1-c1nnc(SCC(=O)c2c(N)n(C3CC3)c(=O)[nH]c2=O)n1C	6	-6	2	.	.	.	11	.	-3
CCSc1nc2sc3c(c2c(=O)n1-c1ccc(OC)cc1)CCN(C)C3	-11	-4	-2	-17	-5	2.9	-8	10	-4
O=C(NC1CC1)C1CCN(S(=O)(=O)c2ccc(Cl)c([N+](=O)[O-])c2)CC1	-5	-8	4	.	.	.	1	.	-10
CCOc1ccc(NC(=O)C2CCC(CNc3c(N4CCOCC4)c(=O)c3=O)CC2)cc1 (stereo not drawn)	1	2	1	5	2	-0.4	-2	5	0
COC(=O)CSc1nnc2cc(C)c3ccccc3n12	-1	-1	5	5	2	-1.3	-1	-4	-3
CCOCCCNC(=O)C(Cc1ccccc1)NC(=O)c1ccco1 (stereo not drawn)	5	-1	-3	-1	1	-0.6	8	-1	1
CCc1ccccc1Nc1nc(-c2cccnc2)cs1	7	5	-2	5	1	-0.6	-1	0	-7
CSc1ccccc1NC(=O)CN(C)C(=O)/C=C/c1ccccc1	1	5	-5	.	.	.	3	.	3
COCc1ccc(CN2CCCC(CO)(Cc3ccccc3)C2)o1 (stereo not drawn)	0	3	3	-3	0	-2.1	-5	-7	0
CC1=C(C(=O)N2CCCCC2)C(c2cccs2)NC(=O)N1 (stereo not drawn)	2	5	-1	2	0	-0.1	9	-8	8
COc1ccc(N2CCN(C(=O)c3ccc(N4C(=O)NC5CC4(C)Oc4ccccc45)cc3)CC2)cc1 (stereo not drawn)	-2	5	6	-2	1	0.8	3	-3	-1
Cc1cc2ccccn2c1C(=O)c1ccc([N+](=O)[O-])cc1[N+](=O)[O-]	1	0	3	3	0	0.1	-3	-1	-3
CCCNC(=O)c1cccc(Br)c1	7	5	-4	3	0	-5.0	2	3	8
Cc1cc(C)cc(OCC(O)CN2CC(C)OC(C)C2)c1 (stereo not drawn)	-1	-1	-1	7	0	0.8	-1	3	-5
O=c1nc2ccccc2c2n1CC(CN1CCN(c3ccc(F)cc3)CC1)N2 (stereo not drawn)	0	0	1	0	2	-0.3	-5	-4	5
COc1cc(NC(=O)CSc2nnc3c(n2)[nH]c2ccc(S(=O)(=O)NC(C)C)cc23)cc(OC)c1OC	-6	13	-7	-7	0	0.4	-4	0	20
CCCCCCCCCc1nc2sc3c(c2c(=O)n1NC(=O)c1ccc([N+](=O)[O-])cc1)CC(C)(C)OC3	-30	5	1	-11	-13	-0.4	1	8	1
CC(Oc1ccccc1)c1ccnc2nc(N3CCOCC3)nn12 (stereo not drawn)	-1	3	-9	2	3	-0.7	6	-3	-2
COc1ccc(-c2n[nH]c(C)c2-c2ccc(Cl)cc2)c(O)c1	-15	9	0	16	3	-0.2	8	-1	12
Cn1c2ccccc2c2cc(/C=N/NC(=O)c3cc(O)cc(O)c3)ccc21	12	19	-4	-35	8	3.4	7	3	37
O=C1N(Cc2cccnc2)C[C@@H]2C[C@@H](c3cccc(Oc4ccccc4)c3)N3CCC[C@@]123	5	0	-2	-7	-3	2.8	6	2	-2
CN(C)CCCn1c(N)c(C#N)c2nc3ccccc3nc21	-3	2	-2	-4	-1	-7.5	-9	26*	-7
CN1CCN(c2nc(-c3ccccc3)nc(-c3ccc(F)cc3)c2C#N)CC1	-3	4	-6	-6	-4	0.7	11	-6	4
CCOc1ccc(-c2c(C(=O)N/N=C/c3ccc(C)o3)nnn2-c2nonc2N)cc1	-4	7	3	-4	-4	-0.2	-6	3	4
Cc1ccc(N=Nc2c(O)[nH]c3ccc(F)cc23)cc1	4	-107	-131	-110	-6	?	-157	18	-141
SMILES	PME-1 inh	Bcl-xL primary	PAD4 inh	GSTO1 inh	Fam108B counter	MEX-5 binding	GLD-1 RNA inh	TPT1 inh	MCL1-BIM inh
C=C(C)C1CC=C(C)/C(=N/NC(=O)COc2ccccc2Cl)C1 (stereo not drawn)	0	5	2	5	-2	1.0	5	2	4
O=C(Nc1ccccc1Cl)c1ccc2ccccc2c1	0	2	-7	6	-4	-2.8	0	-3	4
c1cc(-c2ccncc2)ccn1	0	5	-1	1	5	3.2	-2	-4	2
CCOC(=O)/C=C1\CC(=O)Nc2cc(C)c(C)cc2N1	5	0	-2	-4	-2	-1.2	5	0	-8
CN(CC(=O)NC1CCN(Cc2ccccc2)CC1)S(=O)(=O)c1ccc2c(c1)c(=O)n(C)c(=O)n2C	-1	8	-4	-1	-3	0.9	-7	-2	4
CC(=O)Nc1ccc(NC(=O)COC(=O)c2ccccc2SCC(=O)N2CCCC2)cc1	-2	3	0	4	-3	-2.3	6	-1	2
O=C1c2cccc3cccc(c23)C(=O)N1c1ccccc1Cl	-5	6	0	5	-2	0.2	1	6	7
CC(C)COc1nc2ccccc2c(=O)n1OCC(=O)O	2	4	1	-6	1	-2.2	-8	4	5
Cn1c(=O)c(C(=O)NNC(=O)c2ccc(Br)cc2)c(O)c2ccccc21	-6	-12	-5	5	-8	-0.5	-5	7	-13
O=Cc1cnc(N2CCN(Cc3ccccc3)CC2)s1	1	2	0	15	-2	-3.0	0	1	-4
O=C(COC(=O)c1cccc(C(F)(F)F)c1)NCc1ccc(Cl)cc1	1	1	2	-3	7	-1.8	1	-4	0
O=S(=O)(c1ccc(NC(=S)NN=C(Cc2ccccc2)Cc2ccccc2)cc1)N1CCOCC1	-2	-1	-4	-57	3	-5.4	-2	-1	7
O=[N+]([O-])c1ccc(N=Nc2ccc(O)cc2O)cc1	10	6	-2	13	8	-1.5	2	2	9
CC(=O)N/N=C/c1ccccc1OCCOc1cccc(C)c1	-1	10	4	2	3	0.0	6	-2	7
CCC(=O)NNc1ncnc2c1cnn2C	2	1	-2	0	1	-15	13	-1	1
Cc1c(NC(=O)COC(=O)c2ccc(O)cc2)c(=O)n(-c2ccccc2)n1C	4	-9	0	.	.	.	7	.	-15
N=C(N)c1ccc(N)cc1	1	13	-1	1	-4	.	-9	-3	15
O=C(NCC(c1ccco1)N1CCCC1)c1ccc(S(=O)(=O)Nc2ccccc2Cl)cc1 (stereo not drawn)	6	7	-4	.	.	.	2	.	10
O=C(O)COc1ccc(F)cc1Br	-3	2	3	-1	4	1.8	-2	0	3
Cc1ccc(N2CC(C(=O)NC(C)CCc3ccccc3)CC2=O)cc1 (stereo not drawn)	1	3	1	6	1	2.8	-6	1	3
CCOC(=O)C1CCN(C(=O)COc2ccc(Br)cc2C)CC1	3	1	-1	-7	0	-1.1	2	-3	-1
CCC(C)[C@H](NC(=O)NCc1cccs1)C(=O)OC (stereo partly drawn)	6	2	0	5	-4	1.1	3	1	-3
Cc1cccc2nc(CSc3nncn3-c3ccccc3)cn12	-2	2	0	11	-2	0.8	7	-4	14
COc1ccc(NC(=O)C2CCN(c3nc(C)nc4c3CCC4)CC2)cc1	-2	3	0	3	-4	-2.4	1	-5	6
COc1ccc(Br)cc1C(=O)NC(=S)Nc1ccc2[nH]c(=O)[nH]c2c1	3	5	1	2	1	-0.3	-1	-2	9
C/C(=N/Nc1ncc(C(F)(F)F)cc1Cl)c1ccncc1	4	7	-2	-1	-2	2.7	-7	-1	5
C=CCN(c1ccccc1)S(=O)(=O)c1cccc(C(=O)Nc2cccc(C)n2)c1	1	5	-4	-1	0	0.5	3	1	4
CS(=O)(=O)N(CC(=O)NCc1ccco1)c1cc(C(F)(F)F)ccc1Cl	8	4	-1	0	0	1.1	0	0	3
O=C(CN(Cc1ccccc1)S(=O)(=O)c1ccccc1)N1CCOCC1	-6	2	-4	4	0	0.9	3	1	9

Arranged by value in MEX-5 binding (highest first): some entries from above.
smiles	MEX-5 binding
O=C(CN(Cc1ccccc1)S(=O)(=O)c1ccccc1)N1CCOCC1	0.9
CCn1nc(C)c(NC(=O)/C=C/c2ccc(OC)c(COc3ccc(Cl)cc3Br)c2)c1C	0.5
CCCNC(=O)c1cccc(Br)c1	-5.0
